PPC-1+TRAIL kill – PPC-1 cancer cell killing with TRAIL present. PPC-1 cells + TRAIL, ATPLite viability luminescence. cell killing (% activity), % at 4 µM. 220,000 compounds, 0.41% hits. AID 1443;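 active = cell killing above 50% in the first pass at 4 µM, then a duplicate retest at 5 µM averaging 50% or more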;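 note: plate controls were cells with TRAIL plus DMSO for no effect and medium-only wells lacking cells for full effect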
FXIIa inh – blocks human coagulation factor XIIa protease activity; purified FXIIa, Boc-QGR-AMC fluorogenic substrate, 2 h; inhibition, % at 5 µM; 220,000 compounds, 0.3% hits; in the data active = inhibition above about 40%;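 note: 0% = enzyme with no compound and 100% = blank without enzyme; many of its hits are not listed in these tables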
Target sequence (P00748 20-372 limits assumed): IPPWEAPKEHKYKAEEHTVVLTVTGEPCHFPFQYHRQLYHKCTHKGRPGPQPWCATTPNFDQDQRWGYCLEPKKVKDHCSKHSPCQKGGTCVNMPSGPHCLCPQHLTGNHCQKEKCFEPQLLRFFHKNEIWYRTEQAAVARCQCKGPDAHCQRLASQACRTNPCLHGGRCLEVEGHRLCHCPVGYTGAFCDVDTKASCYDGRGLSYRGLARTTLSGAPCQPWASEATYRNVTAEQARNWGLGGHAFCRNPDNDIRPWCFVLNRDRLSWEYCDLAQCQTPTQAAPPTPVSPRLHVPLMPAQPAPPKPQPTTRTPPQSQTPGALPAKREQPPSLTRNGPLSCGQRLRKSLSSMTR
Target sequence (P00748 373-615 limits assumed): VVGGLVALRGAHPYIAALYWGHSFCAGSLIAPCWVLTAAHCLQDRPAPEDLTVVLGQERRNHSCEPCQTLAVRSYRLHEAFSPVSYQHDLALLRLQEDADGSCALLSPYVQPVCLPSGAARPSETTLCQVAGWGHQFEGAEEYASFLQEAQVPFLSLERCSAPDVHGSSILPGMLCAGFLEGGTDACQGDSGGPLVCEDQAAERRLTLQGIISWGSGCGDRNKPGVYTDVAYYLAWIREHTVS
L929 necroptosis – L929 zVAD cell death inhibition; L929 zVAD necroptosis rescue, ATP luminescence, 24 h; with zVAD 60 µM; viability rescue, % at 10 µM; 220,000 compounds, 0.38% hits; AID 1377;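 active = activation, scaled between plate controls, above about 75%, limit read from the data; inactive = activation under that limit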;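 note: 0% = zVAD with DMSO and 100% = DMSO alone without zVAD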
FXIa inh 1536 – blocks human coagulation factor XIa protease activity; inhibition, % at 5 µM; purified FXIa, Boc-Glu-Ala-Arg-AMC fluorogenic substrate; 220,000 compounds, 0.14% hits; P03951; AID 798;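 active = inhibition of at least 40%; inactive = inhibition below 40%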;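 note: fluorescence of freed AMC excited at 355 nm; 0% = enzyme without compound and 100% = no enzyme blank; many of its hits are not listed in these tables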
Wee1 stabilizer – human Wee1 degradation inhibition, primary screen | P30291 | HeLa Luc-Wee1K328M stability, luciferase luminescence; 100% = proteasome inhibitor MG132 effect | reporter increase, % at 5 µM | 220,000 compounds, 1.2% hits | AID 1321;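 active = activation above the mean of all tested compounds plus 3 SD, set per screening run, cut at about 8.8% in these data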;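 note: cells exposed to compound for 20 h before luminescence read; 0% = DMSO alone and 100% = MG132 at 30 µM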
TbHK1 inh – blocks Trypanosoma brucei hexokinase 1 activity. recombinant TbHK1, G6PDH-coupled NADH A340. inhibition, % at 10 µM. 220,000 compounds, 0.11% hits. AID 1430;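 active = inhibition of 50% or more in the single-dose primary screen; inactive = inhibition below 50%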
EP2 antag – inhibitors of human EP2 prostaglandin E2 receptor | C6 glioma cells expressing human EP2, cAMP TR-FRET; cells stimulated with saturating PGE2 | inhibition, % at 25 µM | 260,000 compounds, 0.52% hits | AID 1422;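 active = percent inhibition above 40 after rounding to a whole number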;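 note: rat C6 glioma host cells with rolipram phosphodiesterase inhibitor present; the protocol text gives 20 µM as final concentration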
CHOP inh – CHOP inhibition in unfolded protein response; CHO-K1 CHOP-promoter luciferase, tunicamycin-induced, 15-18 h; 220,000 compounds, 3.8% hits; inhibition, % at 10 µM; AID 2732;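 active = compounds that reduced the stress-induced luciferase reporter signal by more than about 70% of percent inhibition, limit read from the data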;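 note: 0% = tunicamycin plus vehicle and 100% = wells without tunicamycin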
TNF necrop inh – blocks TNF-alpha induced death of Jurkat FADD-/- cells | AID 463075 | 220,000 compounds, 0.068% hits | Jurkat FADD-/- TNF necroptosis rescue, ATP luminescence, 24 h; 0 = TNF only, 100 = no-TNF cells | activation (protection from cell death), % at 10 µM;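 active = activation, meaning protection from cell death, of at least 50% relative to plate controls; inactive = activation below 50%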;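 note: necroptosis triggered by 40 ng/mL TNF-alpha added together with compound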
An asterisk follows results filed as active; . = not tested or not shown. Not all compounds are listed; the hit share may differ from the screen's.

Start of the listing, in advance (2 entries):
Short forms: A = PPC-1+TRAIL kill; B = FXIIa inh; C = L929 necroptosis; D = FXIa inh 1536; E = Wee1 stabilizer; F = TbHK1 inh; G = EP2 antag; H = CHOP inh; I = TNF necrop inh
1) O=C(NC12CC3CC(CC(C3)C1)C2)N1CC2Cc3cccc(=O)n3C(C2)C1 (stereo not given)
  A: 15; B: 7; C: 0.0; D: 1; E: 1; F: 5; G: 20; H: -7; I: -1.6

2) CC1CN(Cc2nc3c(c(=O)n(C)c(=O)n3C)n2Cc2cccc(Cl)c2)CC(C)O1 (stereo not given)
  A: 0; B: 6; C: -0.2; D: -4; E: 0; F: -2; G: 11; H: 17; I: 1.1

The list itself, previewed entries included:
Short forms: A = PPC-1+TRAIL kill; B = FXIIa inh; C = L929 necroptosis; D = FXIa inh 1536; E = Wee1 stabilizer; F = TbHK1 inh; G = EP2 antag; H = CHOP inh; I = TNF necrop inh
1) O=C(NC12CC3CC(CC(C3)C1)C2)N1CC2Cc3cccc(=O)n3C(C2)C1 (stereo not given)
  A: 15; B: 7; C: 0.0; D: 1; E: 1; F: 5; G: 20; H: -7; I: -1.6

2) CC1CN(Cc2nc3c(c(=O)n(C)c(=O)n3C)n2Cc2cccc(Cl)c2)CC(C)O1 (stereo not given)
  A: 0; B: 6; C: -0.2; D: -4; E: 0; F: -2; G: 11; H: 17; I: 1.1

3) CC(=O)NCC(=O)N(C)C(C(=O)Nc1ccc(C(C)C)cc1)c1ccccc1 (stereo not given)
  A: 13; B: 15; C: 1.5; D: -4; E: 2; F: -6; G: 11; H: 13; I: 1.2

4) COc1ccccc1N/C(N)=N/c1nc(CSc2nc3ccccc3s2)cc(=O)[nH]1
  A: -4; B: 2; C: 0.8; D: -6; E: 0; F: -2; G: 13; H: 94*; I: 0.4

5) CC1CCN(S(=O)(=O)c2cccc(C(=O)Nc3nccs3)c2)CC1
  A: 10; B: 12; C: 0.4; D: 1; E: -2; F: 1; G: 8; H: 18; I: -0.6

6) CCN(CC)CCN1C(=O)C(=O)/C(=C(/O)c2ccc(OC)cc2)C1c1cccs1 (stereo not given)
  A: 26; B: 11; C: -0.1; D: -6; E: 3; F: -9; G: 4; H: -11; I: -1.9

7) CCCC(C(=O)NCc1ccco1)N(C(=O)CNS(=O)(=O)c1ccccc1)C1CCCC1 (stereo not given)
  A: -2; B: 7; C: -0.2; D: -2; E: -2; F: -8; G: 13; H: 13; I: 0.3

8) Cn1nc(C(=O)NC2CCCCC2)c2ccccc2c1=O
  A: 9; B: -1; C: 0.3; D: -19; E: -3; F: -8; G: 1; H: -42; I: -0.6

9) COc1ccc(/C=C/C(=O)Nc2cc(S(=O)(=O)N3CCOCC3)ccc2N2CCCC2)cc1OC
  A: 12; B: 3; C: 0.3; D: -5; E: 2; F: -20; G: 4; H: 11; I: 3.4

10) CCc1cc[n+](-c2nc3ccccc3nc2[N-]S(=O)(=O)c2ccc(Br)s2)cc1
  A: 35; B: 1; C: 7.0; D: 4; E: 6; F: -12; G: 7; H: 9; I: -2.7

11) CCOC(=O)c1c(N)n(CC(C)NC(=O)C2CC2)c2nc3ccccc3nc12 (stereo not given)
  A: 15; B: -15; C: 0.4; D: -2; E: 0; F: -7; G: 9; H: -15; I: -2.7

12) S=C(NCc1ccccn1)Nc1ccc(Cl)cc1Cl
  A: 26; B: -2; C: -0.1; D: -4; E: -2; F: -3; G: 3; H: 33; I: -4.5

13) COc1cccc(-n2nnc3c(=O)n(CC(=O)N4CCC(C)CC4)cnc32)c1
  A: -3; B: 11; C: 0.7; D: 3; E: -1; F: 6; G: 6; H: 12; I: -0.4

14) Nc1nonc1C(=O)NCCN=Cc1cc(Cc2ccccc2)cc(Br)c1O
  A: -11; B: 14; C: -0.2; D: 5; E: 2; F: 24; G: .; H: 104*; I: -0.2

15) O=c1cc(CO)occ1OCc1c(F)cccc1Cl
  A: -6; B: 3; C: 7.6; D: 0; E: -2; F: -2; G: 6; H: -16; I: 0.6

16) COc1cc(S(=O)(=O)N(Cc2ccccn2)Cc2ccco2)ccc1-n1cnnn1
  A: 30; B: 8; C: -1.3; D: 2; E: 1; F: -3; G: 16; H: 12; I: -1.2

17) CCCC1C(c2ccco2)NC(c2ccco2)CC1(C)O (stereo not given)
  A: 7; B: 26; C: 1.0; D: 10; E: -3; F: 13; G: 13; H: -11; I: 1.0

18) CCOC(=O)CC(=O)CSc1nc(C)cc(-c2cccnc2)c1C#N
  A: -4; B: 16; C: 0.0; D: 2; E: -1; F: -21; G: 17; H: 9; I: -1.7

19) CC1=NN(C(=O)c2ccc(Cn3nc(C)c(Br)c3C)cc2)C(O)(C(F)(F)F)C1 (stereo not given)
  A: 5; B: 22; C: 0.8; D: 18; E: -1; F: -2; G: 3; H: 15; I: 0.0

20) O=S(=O)(NCCN1CCOCC1)c1ccc(Cl)s1
  A: -8; B: 13; C: -0.4; D: 2; E: -3; F: 2; G: 2; H: -7; I: -1.0

21) COCCCNc1nc(-c2ccncc2)nc2ccccc12
  A: 10; B: 11; C: 13; D: 4; E: 3; F: -8; G: 14; H: 59; I: -1.6

22) CC1=CCC(C(=O)O)C(C(=O)Nc2cccnc2)C1 (stereo not given)
  A: 33; B: 9; C: 0.2; D: -3; E: 0; F: -5; G: 5; H: 0; I: -0.8

23) CCc1ccc(NC(=O)C(=O)N/N=C(\C)CC(=O)Nc2ccccn2)cc1
  A: 4; B: 6; C: 0.8; D: 3; E: 3; F: -3; G: 5; H: 18; I: 2.2

24) CC(C)c1nc(NCc2ccccc2)c(C#N)c2c1CCCC2
  A: -6; B: 14; C: 0.0; D: -1; E: -3; F: 1; G: 5; H: -4; I: -6.4

25) Cc1ccnc(NC(=O)CCC(=O)N(CC(=O)NC2CCCCC2)C2CCCC2)c1
  A: 17; B: 9; C: 0.2; D: 1; E: 0; F: -5; G: 7; H: 6; I: 3.3

26) Cc1cc(C(=O)CCC(=O)N2CCN(S(=O)(=O)c3cccs3)CC2)c(C)s1
  A: 6; B: 8; C: -0.1; D: -4; E: 3; F: 4; G: .; H: 29; I: -5.7

27) Cc1ccc(-n2c(=O)[nH]cc(C(=O)N3CCc4ccccc43)c2=O)cc1
  A: -11; B: 0; C: 2.5; D: 2; E: 0; F: -12; G: 10; H: 15; I: -0.1

28) COc1ccc2cc(Br)ccc2c1CC(=O)NC1CC(C)(C)NC(C)(C)C1
  A: 24; B: 2; C: -1.6; D: -6; E: 2; F: -6; G: 6; H: 10; I: 0.1

Entries of single compounds from above.
COc1ccc2cc(Br)ccc2c1CC(=O)NC1CC(C)(C)NC(C)(C)C1 as listed: PPC-1+TRAIL kill = 24; FXIIa inh = 2; L929 necroptosis = -1.6; FXIa inh 1536 = -6; Wee1 stabilizer = 2; TbHK1 inh = -6; EP2 antag = 6; CHOP inh = 10; TNF necrop inh = 0.1
O=S(=O)(NCCN1CCOCC1)c1ccc(Cl)s1 as listed: PPC-1+TRAIL kill = -8; FXIIa inh = 13; L929 necroptosis = -0.4; FXIa inh 1536 = 2; Wee1 stabilizer = -3; TbHK1 inh = 2; EP2 antag = 2; CHOP inh = -7; TNF necrop inh = -1.0

Bioassay records as filed in PubChem.
